HTR5A inv ag = inverse agonist of human HTR5A in OPRM1-OPRD1 counter-screen | inhibition, % at 9.3 µM | 340,000 compounds, 0.083% hits | AID 504634 | P47898 | HTR5A cell line, luminescence, inverse agonism; in the data active means inhibition mostly above about 23%, no sharp cut-off; inactive means mostly below about 18%;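 further: 0% = cells with DMSO and 100% = no-cell wells with DMSO; some compounds called inactive have numbers as strong as hits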
DSG3 Ab inh = blocks pemphigus antibody binding to human desmoglein-3. DSG3-coupled beads, scFv-anti-DSG3-GFP binding, flow cytometry; hits give low values. P32926. 310,000 compounds, 0.48% hits. binding (percent of control), % at 10 µM;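 active means binding more than 3 SD below its plate's average and above zero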;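 further: hits lower antibody fragment binding to DSG3; some compounds called inactive have numbers as strong as hits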
PKA-R2B act = activates the human PKA-R2B holoenzyme complex. P22694+P31323. PKA-R2B holoenzyme dissociation, Cy5-IP20 fluorescence polarization; R2B truncated from residue 108, S112A mutant; 0% DMSO only, 100% 113 µM cGMP. activation, % at 11.4 µM. 340,000 compounds, 0.079% hits. AID 504700;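 active means activation above a cutoff set at the mean over all compounds plus 3 SD, cut at about 18% in these data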;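 further: higher means more holoenzyme dissociation and a rise in polarization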
HTR5A ag = activates human HTR5A in OPRM1-OPRD1 agonist counter-screen | HTR5A agonist assay, luminescence, cell-based | activation, % at 9.3 µM | AID 504692 | P47898 | 340,000 compounds, 0.61% hits; in the data active means activation mostly above about 9.5%, no sharp cut-off; inactive means mostly below about 7.6%;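 further: 0% = cells with vehicle only and 100% = reference agonist; strong numbers were not always called active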
OPRM1-OPRD1 inv = inverse agonist of human OPRM1-OPRD1 heterodimerization | inhibition, % at 9.3 µM | P35372+P41143 | AID 504357 | 340,000 compounds, 0.21% hits | cell-based MOR-DOR heterodimer luminescence, inverse agonism; in the data active means inhibition above about 22%, passing the limit was not always enough;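 further: 0% = cells with DMSO and 100% = wells without cells with DMSO; values of inactives mirror those of a sister screen read the other way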
Target sequence (P35372 whole entry, looked up): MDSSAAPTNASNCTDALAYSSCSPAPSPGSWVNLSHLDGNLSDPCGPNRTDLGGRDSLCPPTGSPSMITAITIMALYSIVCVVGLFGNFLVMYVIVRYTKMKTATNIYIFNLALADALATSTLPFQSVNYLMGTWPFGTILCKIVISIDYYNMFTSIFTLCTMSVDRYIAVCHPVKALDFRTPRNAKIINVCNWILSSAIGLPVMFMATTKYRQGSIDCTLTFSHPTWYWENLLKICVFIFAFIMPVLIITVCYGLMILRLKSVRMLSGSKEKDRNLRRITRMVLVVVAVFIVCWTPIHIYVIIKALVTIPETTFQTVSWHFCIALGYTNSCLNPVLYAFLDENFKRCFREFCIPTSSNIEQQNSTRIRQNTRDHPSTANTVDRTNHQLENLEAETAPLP
Target sequence (P41143 whole entry, looked up): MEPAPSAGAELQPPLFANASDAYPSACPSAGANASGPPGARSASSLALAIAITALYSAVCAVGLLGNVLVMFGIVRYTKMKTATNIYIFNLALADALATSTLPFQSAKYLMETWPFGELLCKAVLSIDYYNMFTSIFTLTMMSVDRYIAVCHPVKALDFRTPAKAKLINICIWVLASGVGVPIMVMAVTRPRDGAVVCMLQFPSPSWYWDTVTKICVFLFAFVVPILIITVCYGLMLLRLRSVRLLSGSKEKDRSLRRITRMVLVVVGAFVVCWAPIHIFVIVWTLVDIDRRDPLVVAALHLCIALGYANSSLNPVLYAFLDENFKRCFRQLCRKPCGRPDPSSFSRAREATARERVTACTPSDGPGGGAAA
V-ATPase pHluor = yeast V-ATPase proton transport regulation by pHLuorin; S. cerevisiae, pHLuorin cytosolic pH fluorescence; response, % at 10 µM; 350,000 compounds, 0.37% hits; in the data active means response mostly above about 7.3%, no sharp cut-off; inactive means mostly below about 5.4%; further: actives read high; inactives centre near 0; some compounds called inactive have numbers as strong as hits; reference of the scale not given here
MOR-DOR ag = OPRM1-OPRD1 heterodimerization agonism. cells, luminescence. 340,000 compounds, 0.3% hits. activation, % at 9.3 µM. AID 504326. P35372+P41143; in the data active means activation above about 18%;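 further: 0% = vehicle-treated cells and 100% = reference agonist; values of inactives mirror those of a sister screen read the other way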
PKA-R1A activ = PKA-R1A complex activation | P00514+P68181 | PKA-R1A dissociation, Cy5-IP20 fluorescence polarization; scaled: DMSO 0%, 113 µM cGMP 100% | activation, % at 11.4 µM | 340,000 compounds, 0.083% hits | AID 504707;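 active means percent activation above the mean of all tested compounds plus 3 SD, cut at about 19% in these data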;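 further: higher means more PKAc released from R1A so a rise in polarization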
Arrestin-AP2 inh = blocks beta-arrestin peptide binding to AP2 adaptin; FITC-arrestin peptide / GST-AP2 beads, flow cytometry; AP2 beta2 appendage carries R879A mutation; inhibition, % at 10 µM; 340,000 compounds, 0.31% hits; AID 504490;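 active means inhibition above a set limit, near 3 SD of compounds lacking own fluorescence, cut at about 54% in these data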;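 further: plate controls were DMSO wells for no effect and 5 µM unlabelled arrestin peptide for full effect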
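System: GST-tagged AP2 beta2-adaptin appendage (R879A) on 4 µm glutathione beads / Reagent: FITC-arrestin peptide, 50 nM / Detection: HyperCyt-sampled flow cytometry, FL1 channel, ex 488/em 535 nm / Timing: 12 min plus 1 h, RT / Buffer or medium: PBS plus Tween 20 (0.05%) and BSA (0.1%)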
DAGLB inh = diacylglycerol lipase beta (human) inhibition; inhibition, % at 5.17 µM; HEK293T DAGLB membrane lysate, EnzChek fluorogenic substrate; 340,000 compounds, 0.059% hits; in the data active means inhibition above about 34%;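 further: 0% = enzyme with vehicle and 100% = wells lacking enzyme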
An asterisk follows results filed as active; nt = not tested or not shown.

nr	SMILES	HTR5A inv ag	DSG3 Ab inh	PKA-R2B act	HTR5A ag	OPRM1-OPRD1 inv	V-ATPase pHluor	MOR-DOR ag	PKA-R1A activ	Arrestin-AP2 inh	DAGLB inh
1	O=C(CCC(=O)N1CCN(c2ccccn2)CC1)c1ccc(Cl)s1	19	107	-7	3	16	-1	-4.1	6	-3	4
2	O=C(COC(=O)c1ccc(OC(F)F)cc1)NCCCN1CCCC1=O	-13	96	-9	4	22	4	-4.2	-4	-1	1
3	O=C(CSc1c(Cl)cccc1Cl)N1CCC(c2nc3ccccc3s2)CC1	6	104	-9	-2	3	-1	-0.8	-12	4	-9
4	Cc1ccc(N(C(=O)c2csnn2)C(C(=O)NC2CCCCC2)c2cccnc2)cc1C (stereo not drawn)	-7	117	6	2	-12	-1	1.5	8	-2	1
5	COc1ccc(OC)c(-n2c(C)cc(/C=C3\C(=N)N4N=C(CC(=O)N5CCOCC5)SC4=NC3=O)c2C)c1	-12	nt	0	3	-1	0	0.1	-7	8	4
6	Cc1cc(C)cc(N(CCC(=O)Nc2nnc(C)s2)S(=O)(=O)c2ccc(Cl)cc2)c1	-18	124	-6	-4	-16	0	2.9	-5	7	1
7	Cc1ccc2c(c1)[C@H]1[C@H](CO2)[C@H](c2ccccc2)[C@]2(C)C(=O)Nc3ccc(F)cc3C(=O)N12	-17	100	-9	-2	1	1	-0.1	-4	-3	-4
8	CC(C)OC(=O)c1c(NC(=O)c2cccs2)sc2c1CCCC2	10	105	-2	-5	6	-1	-1.0	-10	-10	-1
9	CCOc1ccccc1NS(=O)(=O)c1ccc2[nH]c(=O)[nH]c2c1	-10	89	3	4	9	5	-1.6	-5	7	-2
10	CCn1c(SCc2ccccc2)nnc1-c1ccc(S(=O)(=O)N2CCCCC2)cc1	11	114	1	4	-23	6	4.1	-4	-13	0
11	C=Cn1cc[n+](CC(=O)c2ccc(Br)s2)c1	14	115	-4	-4	17	2	-3.5	-1	-1	-2
12	O=C(CN1C(=O)NC(Cc2ccccc2)C1=O)Nc1ccc(F)cc1 (stereo not drawn)	7	106	-5	0	-2	-1	0.4	-8	-7	2
13	CC(=O)Nc1cc2c(=O)n(Cc3ccccc3)c(C)nc2cc1N1CCOCC1	-2	nt	-10	3	5	-10	-0.9	-6	17	1
14	CN(C)c1ccc(C(CNC(=O)c2ccc(C#N)cc2)c2c[nH]c3ccccc23)cc1 (stereo not drawn)	-1	118	-6	-1	10	3	-1.8	-1	5	2
15	CCOc1ccc(NC(=O)COC(=O)c2cccnc2)cc1	-30	107	3	6	-9	-1	1.5	-6	3	6
16	Cc1ccc(C(O)c2nc3ccccc3n2C(C)C)cc1 (stereo not drawn)	-37	111	-6	1	7	0	-1.2	-1	-1	-2
17	CC1(Cc2cn(CCC#N)c3ccccc23)OCCO1	-25	103	1	1	7	-2	-1.2	-10	-4	0
18	CCOC(=O)N1CCN(C(=S)Nc2cccc(C)c2C)CC1	-5	103	4	0	-4	1	1.0	-1	-7	1
19	COc1cc2[nH]c(=S)n(NC(=O)c3ccccc3)c(=O)c2cc1OC	33	99	-11	-2	2	0	-0.3	-2	1	2
20	COc1ccc(CCC(=O)NCCc2ccc(Cl)cc2)cc1	8	98	2	1	0	1	0.0	3	7	-2
21	CCCCCC(=O)N/N=C(\C)c1ccc(N2CCCCC2)cc1	-10	102	0	-6	-6	-2	0.9	-2	-5	-1
22	O=C(CN1CCN(C(=O)c2cccs2)CC1)Nc1ccc(Br)cc1	-1	nt	-8	1	10	5	-2.5	-6	-3	-1
23	COCCCNC(=O)CN(c1cccc(Cl)c1)S(C)(=O)=O	-2	nt	-7	-2	10	3	-1.7	-8	2	-3
24	O=C1NC(c2ccccc2)CCC1(Cl)Cl (stereo not drawn)	-6	112	-9	2	7	1	-1.3	-1	-7	-1
25	O=C(NC12CC3CC(CC(C3)C1)C2)c1ccc(-c2ccc(Cl)cc2)o1	-10	115	-6	4	-2	1	0.3	2	-2	-11
26	COc1ccc([C@H]2CC(=O)C=C(c3ccc(Oc4ccccc4)cc3)C2)cc1OC	3	100	10	6	-24	1	4.4	6	6	-3
27	CC(=O)Nc1cccc(Oc2ccc3c(c2)C(=O)NC3=O)c1	-16	116	-1	-2	4	1	-0.7	-3	1	0
28	Cc1c([N+](=O)[O-])cc(S(=O)(=O)Nc2ccc(-c3ccc(N4CCCC4)nn3)cc2)cc1[N+](=O)[O-]	-9	102	3	0	-17	-1	2.5	2	12	16
29	CCCCCCOc1ccc(/C=c2\s/c(=C(/C#N)C(=O)NCc3ccco3)n(-c3ccccc3)c2=O)cc1	-3	92	-8	1	3	-5	-0.5	-1	3	0
30	CC(C)(C)c1cc(C(=O)NNC(=O)c2ccc(Cl)cc2)no1	19	99	-7	6	13	1	-2.5	3	-14	-1
31	CCOC(=O)c1c(CN2CCN(CCO)CC2)n(-c2ccccc2)c2cc(Br)c(O)cc12	18	108	7	2	2	-3	-0.5	-6	-11	0
32	O=C(CCS(=O)(=O)c1ccc(Br)cc1)NC1CCCC1	-10	101	-1	-3	2	6	-0.5	-2	0	0

Record cards, as listed above. Values in the order: HTR5A inv ag, DSG3 Ab inh, PKA-R2B act, HTR5A ag, OPRM1-OPRD1 inv, V-ATPase pHluor, MOR-DOR ag, PKA-R1A activ, Arrestin-AP2 inh, DAGLB inh
`CC(=O)Nc1cccc(Oc2ccc3c(c2)C(=O)NC3=O)c1` is entered as -16, 116, -1, -2, 4, 1, -0.7, -3, 1, 0
`CCOC(=O)c1c(CN2CCN(CCO)CC2)n(-c2ccccc2)c2cc(Br)c(O)cc12` is entered as 18, 108, 7, 2, 2, -3, -0.5, -6, -11, 0

Other results:
nr	SMILES	HTR5A inv ag	DSG3 Ab inh	PKA-R2B act	HTR5A ag	OPRM1-OPRD1 inv	V-ATPase pHluor	MOR-DOR ag	PKA-R1A activ	Arrestin-AP2 inh	DAGLB inh
33	CN(c1ccccn1)c1ncnc2[nH]ncc12	-24	101	-13	9	10	15*	-1.9	-7	-2	0
34	Cc1cc2nc(C)c(Cl)c(=O)n2[nH]1	-5	102	12	2	7	0	-1.3	1	5	-1
35	O=C(NCc1ccco1)c1ccc2snnc2c1	18	100	-15	-11	-6	1	1.0	-12	4	0
36	CC1CCN(S(=O)(=O)c2ccc(Cl)cc2)CC1	18	104	4	4	-37	-1	6.6	-11	9	-6
37	CC(=O)C1=C(O)C(=O)N(Cc2cccnc2)C1c1ccc(O)cc1 (stereo not drawn)	-2	104	-10	1	0	-2	0.1	-7	-4	1
38	O=C(Nc1cc(S(=O)(=O)N2CCOCC2)ccc1Cl)C(=O)c1c(-c2ccccc2)cc2ccccn12	-11	97	5	-3	11	-2	-2.1	6	-3	4
39	CCC1Sc2ccccc2N(CC(=O)NCc2ccc3c(c2)OCO3)C1=O (stereo not drawn)	6	105	0	-2	-3	-3	0.4	-5	0	-7
40	Cc1cccc(NC(=O)CSc2nnc(CNC(=O)c3ccc(S(=O)(=O)N(C)C)cc3)n2-c2cccc(C)c2)c1	-5	85	-2	-1	18	1	-3.6	-21	-1	-2
41	CCN1CCCC(Sc2nc3c([nH]2)c(=S)n(C)c(=O)n3C)C1 (stereo not drawn)	-18	92	11	5	13	-3	-2.3	2	-5	0
42	COCCNC(=O)C(C(=O)c1ccc(F)cc1)n1cc(C)ccc1=O (stereo not drawn)	5	100	5	-2	7	6	-1.4	-8	4	2
43	COc1ccc(Cn2c(=S)[nH]c3cc(C(=O)NCc4cccnc4)ccc3c2=O)cc1	-38	104	5	13*	12	-1	-2.3	-7	-9	4
44	CCOC(=O)N1CCN(C(=O)c2ccc(Oc3ccc([N+](=O)[O-])cc3)cc2)CC1	16	108	1	-3	2	-6	-0.4	-3	-4	0
45	COc1ccc(/C=C/C(=O)O)cc1S(=O)(=O)NCc1ccccc1	-2	96	-4	1	13	-5	-2.6	3	33	1
46	COc1ccc(OC)c(NC(=O)c2cc3sccc3n2C)c1	-7	98	4	2	-8	2	1.5	1	6	-7
47	CN1C(=O)N(CC(=O)Nc2sccc2C(N)=O)C(=O)C12CCCCC2	-15	nt	-3	6	9	-1	-2.2	-2	-7	0
48	CCOC(=O)c1c(S(=O)(=O)Nc2ccc(CN3CCC(C)CC3)cc2)c(C)n(C)c1C	-9	nt	-19	-3	9	3	-1.8	-4	-9	2
49	O=S(=O)(Nc1ncccn1)c1ccc(NC(=S)NCc2cccnc2)cc1	-15	100	-4	6	14	1	-2.4	-7	-4	2
50	Cn1c(SCC(N)=O)nnc1C1CCN(C(=O)NCc2ccccc2)CC1	-10	105	-9	0	-6	-1	1.1	-1	-10	0
51	O=C(c1sc2ccccc2c1Cl)N(Cc1ccco1)C1CCS(=O)(=O)C1 (stereo not drawn)	-26	99	-6	0	-283	-3	53*	-10	3	2
52	COc1cc(/C=C2\SC(=S)N(CC(=O)O)C2=O)ccc1OS(=O)(=O)c1ccc(C)cc1	9	102	3	-3	-13	2	1.9	0	10	12
53	CN1CCN(c2ccc(CNS(=O)(=O)c3ccc(Cl)cc3)cc2)CC1	-13	111	-7	0	9	4	-1.8	-5	-4	-1
54	COc1cc2c(cc1NC(=O)CCCCCN1C(=O)CCC1=O)oc1ccccc12	-6	101	-14	2	-6	-2	1.1	-3	-2	-1
55	Cc1ccc2nc(N3C(=O)C(O)=C(C(=O)c4cc5ccccc5o4)C3c3cccs3)sc2c1 (stereo not drawn)	-6	123	6	-3	2	-5	-0.3	4	-9	7
56	Cc1ccccc1C(=O)N1CCC(C(=O)OCC(=O)Nc2cccc([N+](=O)[O-])c2C)CC1	-17	93	11	7	6	0	-1.4	7	-6	-1
57	CCCC1=Nc2cc(C(=O)N3CCN(c4ccccn4)CC3)ccc2Sc2ccc(C)cc21	0	102	3	3	-4	0	0.8	-12	22	3
58	NC1=NC[C@@H](Cc2ccc(O)cc2)N1CCC12CC3CC(CC(C3)C1)C2	-37	104	1	-2	-29	1	5.4	-11	5	-10
59	COc1ccc(NC(=S)N2CCC(C(O)(c3ccccc3)c3ccccc3)CC2)cc1	-7	102	0	2	-21	3	4.0	-7	31	1
60	CCOc1cc(C(=O)NC(=S)Nc2ccc(Cl)c(C(=O)O)c2)cc(OCC)c1OCC	-14	96	7	5	11	-2	-2.1	-15	19	3
61	CCc1ccccc1NC(=O)c1cnc2scc(C)n2c1=O	-7	103	-9	2	13	5	-2.1	-4	5	-4
62	COc1ccc(NC(C)=O)cc1S(=O)(=O)N1CC=C(c2ccccc2)CC1	4	121	0	-2	2	-2	-0.5	0	-15	0
63	NC(=O)/C(=N\O)c1ccccc1	-6	nt	-8	2	0	0	0.0	-13	9	-1
64	Cn1c(=O)[nH]c2ncn(C)c2c1=O	2	100	-2	4	6	-4	-1.1	-6	2	4
65	COc1ccc(Cl)cc1NC(=O)CN(C)C(=O)CCSc1ccc(C)cc1	-18	102	-2	7	-3	1	0.8	-13	2	-2
66	O=C1NC2(CCC3(CC2)OCCO3)NN1c1ccccc1	0	96	-1	0	4	-2	-0.7	11	46	-2
67	CCN(C(=O)C12CC3CC(CC(C3)C1)C2)C1CCS(=O)(=O)C1 (stereo not drawn)	6	103	-5	-2	14	0	-2.2	-9	-8	0

Assay outcomes from PubChem.
